# CHRM5 antagonist – blocks acetylcholine activation of human M5 receptor. P08912. CHO-hM5 cells, Fluo-8 calcium fluorescence, ACh EC80. inhibition, % at 3 µM. 360,000 compounds, 0.59% hits. AID 624040;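 active = inhibition above a per-plate cutoff, the mean of that plate's test compounds plus 3 SD, cut at about 27% in these data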;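 also: 0% = acetylcholine EC80 with DMSO and 100% = DMSO without agonist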
# CHRM5 PAM – positive allosteric modulators of human muscarinic M5 receptor; P08912; CHO-K1 hM5, Fluo-8 calcium, ACh EC20 PAM; 0% = ACh EC20, 100% = ACh EC100; activation, % at 3 µM; 360,000 compounds, 0.3% hits; AID 624038;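 active = activation above the run cutoff, the mean activation of all test compounds plus 3 SD, cut at about 18% in these data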
#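 Replicates: One well per compound, no replicates | System: Human M5 receptor in CHO-K1 cells | Benchmarks: Low control EC20 acetylcholine (0%), high control EC100 acetylcholine (100%) | Probe or stimulus: Acetylcholine, EC20 level | Times: Fluo-8 loading 80 min at 37 °C plus 30 min room temperature | Signal: Intracellular calcium via Fluo-8 fluorescence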
# M4 antag – CHRM4 antagonism in calcium assay; AID 624125; CHO-hM4 cells, ACh EC80, Fluo-8 calcium fluorescence; 360,000 compounds, 0.73% hits; P08173; inhibition, % at 3 µM;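 active = inhibition above its plate's cutoff, the mean inhibition of sample wells plus 3 SD, cut at about 27% in these data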;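 also: 0% = acetylcholine EC80 with DMSO and 100% = DMSO without agonist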
# Target sequence (P08173 whole entry, looked up): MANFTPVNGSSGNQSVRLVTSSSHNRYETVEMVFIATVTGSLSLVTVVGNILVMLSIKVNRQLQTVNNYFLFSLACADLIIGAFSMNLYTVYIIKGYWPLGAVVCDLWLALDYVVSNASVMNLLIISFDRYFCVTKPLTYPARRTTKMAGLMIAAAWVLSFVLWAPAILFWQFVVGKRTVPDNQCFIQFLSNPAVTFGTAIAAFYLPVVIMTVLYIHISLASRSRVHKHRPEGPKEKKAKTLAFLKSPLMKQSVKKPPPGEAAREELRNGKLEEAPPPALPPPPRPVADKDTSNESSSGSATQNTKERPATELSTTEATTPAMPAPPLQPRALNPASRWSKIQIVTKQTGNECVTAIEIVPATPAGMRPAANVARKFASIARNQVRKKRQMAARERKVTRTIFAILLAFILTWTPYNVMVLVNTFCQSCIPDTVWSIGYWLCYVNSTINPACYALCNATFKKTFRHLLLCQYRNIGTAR
# CHRM4 agonist – agonists of human muscarinic M4 receptor (CHRM4); P08173; CHO-K1 hM4/Gqi5, Fluo-8 calcium fluorescence; vehicle 0%, full acetylcholine response 100%; activation, % at 3 µM; 360,000 compounds, 0.14% hits; AID 624127;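 active = activation above the run mean over all test wells plus 3 SD, cut at about 32% in these data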;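 also: peak over basal fluorescence ratio per well then scaled between controls; 0% = DMSO wells and 100% = acetylcholine at EC100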
# M5 ag – agonists of human muscarinic M5 receptor (CHRM5); CHO-K1 hM5 cells, Fluo-8 calcium fluorescence; 0% DMSO wells, 100% maximal acetylcholine response; activation, % at 3 µM; 360,000 compounds, 0.19% hits; P08912;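 active = activation above the run's mean over test compounds plus 3 SD, cut at about 23% in these data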;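 also: signal is peak over basal fluorescence ratio across the kinetic read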
# CHRM1 antagonist – antagonists of human M1 muscarinic receptor. inhibition, % at 3 µM. 360,000 compounds, 1.3% hits. CHO-K1 hM1, Fluo-8 calcium fluorescence, ACh EC80 antagonist. P11229;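 active = percent inhibition above its own plate's cutoff, namely the mean of that plate's compound wells plus 3 SD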;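 also: peak over basal fluorescence ratio during 140 s after agonist addition; 0% = ACh EC80 plus DMSO and 100% = DMSO alone without agonist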
# Target sequence (P11229 whole entry, looked up): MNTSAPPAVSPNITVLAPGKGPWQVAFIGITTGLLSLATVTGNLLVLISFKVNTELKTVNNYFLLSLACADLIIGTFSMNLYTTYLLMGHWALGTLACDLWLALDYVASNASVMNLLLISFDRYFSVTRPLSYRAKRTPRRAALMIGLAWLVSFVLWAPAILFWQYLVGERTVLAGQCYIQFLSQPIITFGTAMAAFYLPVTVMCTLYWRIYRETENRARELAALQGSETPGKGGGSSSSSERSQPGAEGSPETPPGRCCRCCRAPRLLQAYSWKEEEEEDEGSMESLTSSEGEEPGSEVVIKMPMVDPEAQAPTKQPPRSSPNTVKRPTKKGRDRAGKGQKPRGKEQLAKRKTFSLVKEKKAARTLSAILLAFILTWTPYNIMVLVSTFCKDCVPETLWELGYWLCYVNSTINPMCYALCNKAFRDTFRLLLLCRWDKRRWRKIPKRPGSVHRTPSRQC
# CHRM1 PAM – positive allosteric modulators of human M1 muscarinic receptor; 360,000 compounds, 0.088% hits; P11229; activation, % at 3 µM; AID 588819; CHO-K1 hM1, Fluo-8 calcium fluorescence, ACh EC20; 0% = ACh EC20, 100% = maximal ACh; in the data active = activation above about 19%, passing the limit was not always enough
# CHRM4 PAM – positive allosteric modulators of human muscarinic M4 receptor; P08173; CHO-K1 hM4/Gqi5, Fluo-8 calcium fluorescence, ACh EC20; 0% = ACh EC20, 100% = maximal ACh; activation, % at 3 µM; 360,000 compounds, 0.4% hits; AID 624126;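 active = activation above its plate's cutoff, the mean activation of sample wells plus 3 SD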; also: some results filed as inactive read as strong as hits
# CRFR2-BP ag – CRF-BP/CRF-R2 complex agonism; 350,000 compounds, 0.46% hits; activation, % at 13.2 µM; HEK293 CRF-R2/CRF-BP, calcium dye fluorescence (FLIPR); percent of saturating CRF peptide response;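 active = activation of at least 50%, plus an integration ratio under a set limit after plate pattern correction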;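 also: plate controls were neutral control wells without compound for no effect and CRF at EC100 for full effect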
# Starred values were filed as active, the others as inactive; x = not tested or not shown. Outcome played no part in choosing rows. About 2.8% of those tested had a hit in this group.
SMILES,CHRM5 antagonist,CHRM5 PAM,M4 antag,CHRM4 agonist,M5 ag,CHRM1 antagonist,CHRM1 PAM,CHRM4 PAM,CRFR2-BP ag
COc1ccccc1C(=O)NCCC(=O)NCC1COc2ccccc2O1 (centres undefined),4,7,7,2,4,6,4,5,0.5
O=C(c1cc2cc(F)ccc2[nH]1)N(Cc1cccnc1)CC1CCCN(C2CCCCC2)C1 (centres undefined),1,-2,24,1,-8,35*,-21,-9,1.4
O=C(CSc1cc(Cl)ccc1Cl)NCCN1C(=O)CSC1=O,5,2,6,0,-1,17,-9,-1,-0.4
CC(C)(C)Nc1nc(OCC(F)(F)F)nc(OCC(F)(F)F)n1,-5,4,3,1,-4,-13,-1,-1,0.1
COc1cccc(OC)c1C(=O)OCC(=O)N1CCC(Cc2ccccc2)CC1,0,8,-11,0,2,-4,-1,2,-1.3
COC(=O)c1cc(S(=O)(=O)NCc2ccccc2Cl)c[nH]1,-2,-1,-1,2,3,1,-1,-1,-1.7
COC(=O)C1=C(C)N(CC2CC2)C(=NCCN2CCOCC2)N[C@H]1c1ccccc1,0,5,-3,1,-4,-1,5,1,-1.1
CC(=O)Nc1ccc(-c2cn3cccnc3n2)cc1,-1,1,12,0,0,-3,6,1,0.2
O=C(CN1CCN(C(=O)c2ccco2)CC1)Nc1cc(Cl)ccc1Cl,-3,-7,1,2,-6,-1,2,-6,0.0
Cc1cc(NC(=O)NC(C)(C(F)(F)F)C(F)(F)F)no1,3,-3,6,1,-1,-5,3,6,1.1
COc1ccc2ccc(=O)oc2c1CC=C(C)C,2,2,-11,-2,-4,-14,11,11,-1.6
CC1(C(=O)NCc2ccccc2)CCC(=O)N1CC(F)(F)F (centres undefined),-1,4,-4,0,2,19,-8,-6,x
CCn1c(N)c(C(=O)COC(=O)CCc2nc3ccccc3c(=O)[nH]2)c(=O)[nH]c1=O,-5,16,-16,1,1,-12,7,13,2.5
O=C(NOCc1ccccc1)c1ccc([N+](=O)[O-])cc1,5,1,11,0,2,2,0,2,1.0
Cc1ccc(SCc2cc(=O)[nH]c(N3CCN(Cc4ccccc4)CC3)n2)cc1,-4,2,-4,0,-4,-23,9,4,2.1
COc1ccccc1CNC(=O)COC(=O)COc1ccccc1Cc1ccccc1,-3,0,-3,0,-3,-13,10,4,1.0
Nc1c(Br)cc(Br)c2c1-c1ccc([N+](=O)[O-])cc1C2,-9,8,-7,0,5,-17,7,3,0.7
COc1ccc(-c2nc(-c3cccc(C)c3)no2)cc1OC,4,0,-3,1,2,-6,3,-4,2.5
COc1ccc(Cc2nc(C(=O)Nc3ccccc3)cs2)cc1,8,-5,0,3,-1,-1,-4,-4,9.4
COCCn1c(SCC(=O)Nc2nnc(C)s2)nnc1-c1ccncc1,3,-3,4,1,-1,8,-4,11,0.2
CCOC(=O)Cc1csc(NC(=O)CSc2nc3sc(C(=O)O)c(C)c3c(=O)[nH]2)n1,1,0,10,0,4,2,1,4,0.6
O=C(COC(=O)C1CCN(c2ccc(C(F)(F)F)cn2)CC1)NCc1ccc(Cl)cc1Cl,1,-1,-3,1,-3,-6,7,-1,5.9
O=C(O)CC1(CC(=O)Nc2ccc(Oc3cccc(C(F)(F)F)c3)nc2)CCCC1,12,-4,6,1,5,-15,11,-9,1.7
O=C(Oc1ccc(N2C(=O)C3C4CCC(C4)C3C2=O)cc1)c1ccco1 (centres undefined),13,-4,1,2,-4,-5,3,1,-0.5
Cc1ccc2nc3[nH]c(=O)[nH]c(=O)c3c(N)c2c1,13,-9,1,1,-2,-15,4,1,-2.4

# Complete entries, looked up by structure. Order of values: CHRM5 antagonist	CHRM5 PAM	M4 antag	CHRM4 agonist	M5 ag	CHRM1 antagonist	CHRM1 PAM	CHRM4 PAM	CRFR2-BP ag
# CCOC(=O)Cc1csc(NC(=O)CSc2nc3sc(C(=O)O)c(C)c3c(=O)[nH]2)n1 across the screens: 1	0	10	0	4	2	1	4	0.6
# COc1ccc2ccc(=O)oc2c1CC=C(C)C across the screens: 2	2	-11	-2	-4	-14	11	11	-1.6

# Next part
SMILES,CHRM5 antagonist,CHRM5 PAM,M4 antag,CHRM4 agonist,M5 ag,CHRM1 antagonist,CHRM1 PAM,CHRM4 PAM,CRFR2-BP ag
CC(C)c1cc(C(=O)N2CCN(C(c3ccccc3)c3ccccc3)CC2)no1,-9,-6,3,-2,-7,15,-21,-11,2.6
CCOC(=O)c1c(C)nc(SCC(N)=O)c(C#N)c1-c1ccccc1,1,-5,12,1,-4,-1,4,11,-0.2
CCOC(=O)Cn1c(=O)c2c(nc(N3CCCCC3)n2C)n(C)c1=O,8,-6,15,0,-1,-5,3,-8,7.6
Cc1ccc(NC(=O)CCc2nnc(SCC(=O)Nc3ccccc3C)n2C)cc1Cl,3,-7,-15,3,-1,-5,3,3,-0.1
Oc1ccccc1-c1nnc2n1CCCCC2,2,-1,14,0,-5,29,-18,-16,0.3
Cc1ccc(S(=O)(=O)N/N=C/c2cc([N+](=O)[O-])ccc2O)cc1[N+](=O)[O-],2,4,1,1,1,-6,13,-1,-1.2
O=C(NCc1ccco1)C(c1ccncc1)N(C(=O)Cc1cccs1)c1ccccc1 (centres undefined),4,-2,-3,1,-3,-12,10,-1,3.4
CCOC(=O)c1c(-c2ccc(OC)c(OC)c2)csc1NC(=O)C1CCCO1 (centres undefined),6,-6,14,5,-7,2,-2,-2,-6.1
COc1cc(NC(=O)CN2CCN(S(=O)(=O)/C=C/c3ccccc3)CC2)cc(OC)c1OC,4,-9,14,3,2,3,-6,-4,-2.1
CN(C)S(=O)(=O)c1ccc(N2CCCC2)c(C(=O)Nc2ccccc2OC(F)F)c1,8,-4,-6,4,1,-6,3,-6,-1.6
CCCCNC(=O)COC(=O)c1ccc(F)cc1Cl,0,0,1,2,2,-7,10,2,-1.6
CCCCN(CC)C(=S)Nc1ccc2nc(N3CCN(C)CC3)cc(C)c2c1,-1,3,5,0,-7,5,-1,-10,5.5
CCCCC(=O)Nc1ccc2c3c(cccc13)C(=O)N2CC,-5,7,5,1,3,-13,7,-4,0.1
O=C(NCc1ccccc1)C(c1ccc(F)cc1)N1CCN(CCN2CCOCC2)CC1 (centres undefined),-4,4,3,1,-1,x,x,6,x
Cc1ccnc(NS(=O)(=O)c2ccc(NC(=O)c3oc4ccc(F)cc4c3C)cc2)n1,-2,-1,7,x,0,0,5,-1,-0.6
CCn1c(SCC(=O)Nc2ccc(N3CCOCC3)cc2)nnc1-c1ccncc1,2,2,-11,2,-1,-14,6,-3,1.2
COc1cc(OC)nc(Nc2nc(C(N)Cc3ccc(Cl)cc3)cs2)n1 (centres undefined),4,4,13,20,9,7,-1,-2,x
COc1ccc(C2=NOC(CNC(=S)N3CCOCC3)C2)cc1 (centres undefined),1,-1,-2,2,2,-11,6,0,-0.2
CC(C)(CNS(=O)(=O)c1ccc(Cl)cc1)N1CCCCC1,0,-2,-5,0,-3,-10,8,4,-0.2
COc1ccc(CC(=O)Nc2ccccc2N2CCOCC2)cc1OC,-3,0,-6,3,-4,4,15,14,-1.1
Cc1cc([N+](=O)[O-])nn1CC(=O)Nc1ccc(Cl)cn1,-2,0,6,0,0,10,-3,0,-2.2
O=C(NCCCN1CCOCC1)c1cccnc1SCc1ccccc1Cl,-8,3,-7,3,-3,-11,4,3,-1.4
CCOc1ccc(/C(CCC(=O)O)=N/NC(=S)NCCc2ccccc2)cc1,-8,3,-18,-1,-4,5,2,0,1.0
CC(=O)Nc1ccc(S(=O)(=O)N(C)CC(=O)NNC(=O)c2cccs2)cc1,-2,-1,0,0,1,1,2,4,-0.8
CCN(CC(=O)Nc1ccc(NC(C)=O)cc1)C(=O)CC1OC(=O)c2ccccc21 (centres undefined),0,2,-4,0,-4,-5,3,1,2.5
# Additional compounds.
SMILES,CHRM5 antagonist,CHRM5 PAM,M4 antag,CHRM4 agonist,M5 ag,CHRM1 antagonist,CHRM1 PAM,CHRM4 PAM,CRFR2-BP ag
COc1cccc(C(=O)OCc2cc(=O)oc3c(C)c(C)ccc23)c1OC,9,3,9,1,-2,-4,5,5,2.3
O=C(CC(Nc1ccccc1)c1ccc(F)cc1)c1ccccc1 (centres undefined),-6,-9,-20,-3,-4,-9,-3,4,0.4
Cn1cccc1/C=N/n1c(-c2ccccc2)n[nH]c1=S,-4,4,0,-2,-8,8,2,-6,-6.8
COCCCNC(=O)Cn1cnc2sc(C)c(S(=O)(=O)N3CCN(c4ccccc4OC)CC3)c2c1=O,3,3,-4,2,-1,-17,9,-5,1.5
COc1ccc(C(C#N)N2CCC(c3ccccc3)=N2)cc1 (centres undefined),2,-3,-13,1,-5,-14,3,-2,-0.7
Cc1ccc(S(=O)(=O)NNC(=O)/C=C/c2cccc(F)c2)cc1,9,0,0,1,-1,2,-2,-2,-0.7
O=C1CCCC(O)=C1Sc1cc(Cl)c(Cl)cc1Cl,10,-2,0,-2,0,-8,9,-4,-2.8
O=C(CSc1nnnn1-c1ccccc1)NC(=O)Cc1ccccc1,2,2,-2,0,3,-11,7,8,-1.1
COc1cccc(N(CC(=O)NC2CCCCC2)C(=O)Cn2nnc(-c3ccc(C)o3)n2)c1,0,2,-9,2,2,-8,8,8,0.1
O=C(N[C@@H](c1ccccc1)[C@@H]1C[C@H]1C(=O)O)OCc1ccccc1,7,3,0,0,3,2,0,4,-0.5
CC(=O)Nc1ccc(S(=O)(=O)N(C)CC(=O)N/N=C/c2ccncc2)cc1,7,5,-4,1,-2,-12,8,0,0.2
O=CNn1cnc2c(oc3nc(-c4ccccc4)cc(-c4ccco4)c32)c1=O,1,8,-1,1,0,-8,14,8,-1.0
O=C(O)c1cccc(-c2ccccc2)c1O,5,1,-1,1,6,1,0,-3,-0.3
Cc1cccc(NC(=O)c2oc(=O)c3ccccc3c2-c2ccccc2)c1C,-4,5,-4,-2,-1,1,-3,10,-0.1
CCOCC(=O)Nc1ccc(OCc2ccccc2)cc1,-1,-3,2,2,-2,0,5,-2,0.3
COc1ccc(/C=C/C(=O)NC(=S)Nc2ccc(S(=O)(=O)Nc3cc(C)on3)cc2)cc1,3,3,13,1,-4,-5,11,3,0.0
CCOCCCNC(=S)NNC(=O)CCn1nc(C)c(Br)c1C,8,-7,-2,0,-2,3,-2,14,-2.1
COC(=O)c1ccc(NC(=O)c2ccc(N(C)S(C)(=O)=O)cc2)cc1,-5,-7,1,8,7,9,-3,-7,0.3
O=C(c1ccco1)N1CCN(C2CC(=O)N(c3ccc(F)c(Cl)c3)C2=O)CC1 (centres undefined),14,-6,2,1,-2,-6,4,0,-0.9
COc1ccc(C(=O)NCc2ccc(C)cc2)cc1S(=O)(=O)N1CCCC1,-4,-3,-2,2,3,3,2,4,-0.3
CCCCOCCCNC(=O)c1cccc(OC)c1,2,0,-7,1,0,5,-4,1,-0.6
CC(C)N(CCO)C(=O)CCc1nnc(Cc2cccc(C(F)(F)F)c2)o1,8,-3,8,1,-3,-19,16,3,-2.0
CCOc1ccc(Cn2ccnc2CCl)cc1[N+](=O)[O-],-1,0,-11,1,-2,-11,6,9,-0.1
Cc1c(Cl)c(C(F)(F)F)nn1CC(=O)NCc1ccco1,-7,1,-3,0,-4,3,4,0,1.8
CC1(C)OC(=O)C(=CNc2ccc(F)cc2)C(=O)O1,-2,0,6,1,-1,-2,6,0,-0.1
Cc1cccc(NC(=S)Nc2cccc3ccccc23)c1,5,-3,-4,1,-5,0,2,1,-0.3

# High-throughput results as filed in PubChem.
